# GAA850 FXN act: FXN promoter activators, primary screen, cell-based, luciferase luminescence, HEK293 lucGAA850 | HEK293 lucGAA850 FXN promoter luciferase reporter, 24 h; percent of 10 µM SAHA response | activation, % at 6 µM | 0.56% of 360,000 active | AID 540364, 2011;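 active means activation above the average of all compounds screened plus 3 SD, cutoff fixed separately per campaign, cut at about 7.5% in these data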;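 further: 0% = DMSO wells and 100% = 10 µM SAHA wells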
# ssDAF-12 act: S. stercoralis DAF-12 nuclear receptor activators, primary screen, cell-based, luminescence, HEK293, GRIP1 co-expression, lit1-tk-luc; Nuclear hormone receptor DAF-12 (Strongyloides stercoralis); HEK293 ssDAF-12/GRIP1 lit1-tk-luc reporter; % of 3 µM dafachronic acid response; activation, % at 6.8 µM; 1% of 370,000 active; AID 652126, 2013;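 active means activation above the mean over all tested compounds plus 3 SD, cut at about 0.9% in these data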;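 further: 0% = DMSO-only wells and 100% = 3 µM delta7-dafachronic acid wells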
# hgDAF-12 ag: H. glycines DAF-12 receptor agonists, primary screen, cell-based, luminescence, HEK293, GAL4 fusion, UAS-luciferase; Nuclear hormone receptor DAF-12 (Heterodera glycines), GAL4 fusion; HEK293 GAL4-hgDAF12 UAS-luciferase reporter, agonist luminescence; normalized to butyrate control; activation, % at 6.8 µM; 1.8% of 370,000 active; AID 687014, 2013;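 active means activation above a cutoff set at the mean of all screened compounds plus 3 SD, cut at about 10% in these data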;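 further: 0% = DMSO wells and 100% = sodium butyrate wells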
# hcDAF12 agonist: H. contortus DAF-12 nuclear receptor activators, primary screen, cell-based, luminescence, HEK293, lit1-tk-luc reporter; HEK293 hcDAF-12 lit1-tk-luc reporter; 0% DMSO, 100% Δ7-dafachronic acid; activation, % at 6.8 µM; 1.4% of 370,000 active;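 active means activation above the mean of all tested compounds plus 3 SD, cut at about 5.5% in these data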;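 further: 100% = response to 3 µM Δ7-dafachronic acid high control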
# NPR1 activator: GC-A stimulated cGMP production enhancers – HEK293 GC-A cells, cGMP TR-FRET, EC30 ANP, primary screen; activation, % at 10 µM; Atrial natriuretic peptide receptor 1 (Homo sapiens), P16066; AID 1671463, 2021; 0% at EC30 ANP, 100% saturating ANP; 0.14% of 370,000 active; in the data active means activation above about 40%
# HGIII-sPLA2 inh: human group III sPLA2 inhibitors, primary screen, biochemical, QFRET, BODIPY PC-A2 liposome substrate | Group 3 secretory phospholipase A2 (Homo sapiens), Q9NZ20 | QFRET BODIPY PC-A2 liposome hydrolysis, fluorescence | inhibition, % at 12.2 µM | 0.56% of 370,000 active | AID 743126, 2013;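 active means inhibition above mean plus 3 SD of compounds lying within the high and low control bounds, cut at about 19% in these data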;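 further: 0% = median of test compound wells and 100% = no enzyme DMSO wells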
# GC-B act: human GC-B receptor activators, primary screen, HEK293 GC-B cells, cGMP TR-FRET, EC30 CNP. Atrial natriuretic peptide receptor 2 (Homo sapiens), P20594. activation, % at 10 µM. 0% at EC30 CNP, 100% saturating CNP. 0.11% of 370,000 active;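 active means activation at 10 µM reaching about 35% in either raw or pattern-adjusted values, limit read from the data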
# Target sequence (P20594 whole entry, looked up): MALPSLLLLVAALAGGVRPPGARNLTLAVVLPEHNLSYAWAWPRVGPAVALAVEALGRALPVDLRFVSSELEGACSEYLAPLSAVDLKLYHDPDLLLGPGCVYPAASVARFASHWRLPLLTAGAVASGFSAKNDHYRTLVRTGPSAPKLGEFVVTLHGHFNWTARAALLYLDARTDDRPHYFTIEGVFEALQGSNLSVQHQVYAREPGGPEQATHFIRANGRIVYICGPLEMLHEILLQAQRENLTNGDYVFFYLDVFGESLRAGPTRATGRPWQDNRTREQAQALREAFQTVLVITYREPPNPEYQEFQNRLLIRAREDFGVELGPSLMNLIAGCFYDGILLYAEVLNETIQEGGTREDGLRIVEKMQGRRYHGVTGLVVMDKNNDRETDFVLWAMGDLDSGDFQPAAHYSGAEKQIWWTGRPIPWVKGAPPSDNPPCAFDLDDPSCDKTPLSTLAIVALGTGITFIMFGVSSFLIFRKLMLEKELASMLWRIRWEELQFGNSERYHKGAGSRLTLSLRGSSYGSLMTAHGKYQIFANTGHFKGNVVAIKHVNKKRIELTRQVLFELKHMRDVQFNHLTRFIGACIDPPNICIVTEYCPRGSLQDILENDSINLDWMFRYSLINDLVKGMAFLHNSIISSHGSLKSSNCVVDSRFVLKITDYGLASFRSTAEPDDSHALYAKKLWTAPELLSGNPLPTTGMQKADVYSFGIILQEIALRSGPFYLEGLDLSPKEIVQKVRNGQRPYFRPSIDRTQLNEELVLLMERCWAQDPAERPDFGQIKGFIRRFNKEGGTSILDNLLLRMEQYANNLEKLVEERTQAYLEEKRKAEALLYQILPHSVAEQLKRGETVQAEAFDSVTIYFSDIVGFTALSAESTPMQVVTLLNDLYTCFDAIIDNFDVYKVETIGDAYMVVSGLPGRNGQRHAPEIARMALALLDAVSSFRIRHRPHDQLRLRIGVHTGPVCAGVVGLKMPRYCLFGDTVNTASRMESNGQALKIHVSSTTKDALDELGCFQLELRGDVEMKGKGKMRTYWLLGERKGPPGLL
# SMARCA2 act: SMARCA2 (BRM) function activators, primary screen, cell-based, luminescence, high throughput; MG213 cells, MMTV-luciferase reporter, dexamethasone, overnight; activation, % at 9.1 µM; 1% of 370,000 active; AID 652017, 2013; in the data active means activation above about 7.8%;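 further: 0% = vehicle wells and 100% = reference activator wells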
# DAX1 inh-1: DAX1 (NR0B1) inhibitors, primary screen, cell-based, HEK293, Gal4-DAX1, luciferase luminescence; 0.99% of 340,000 active; inhibition, % at 6.75 µM; AID 504766, 2011; HEK293 Gal4-DAX1 luciferase reporter;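 active means inhibition above the mean over all tested compounds plus 3 SD, cut at about 4.2% in these data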;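 further: 0% = DAX1-transfected cells with DMSO and 100% = empty-vector control cells with DMSO; inhibition shows as a rise in luminescence from relieved DAX1 repression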
# ADAM10 inh: human ADAM10 inhibitors, primary screen, biochemical, QFRET, HTS. AID 720582, 2013. Disintegrin and metalloproteinase domain-containing protein 10 (Homo sapiens), O14672. inhibition, % at 7 µM. recombinant ADAM10, EDANS/DABCYL FRET peptide cleavage, 3 h. 0.62% of 370,000 active;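 active means inhibition above a per-campaign cutoff equal to the mean of compounds falling between control-based bounds plus 3 SD, cut at about 20% in these data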;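 further: 0% = DMSO wells while the 100% control is not disclosed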
# DAX1 inh-2: DAX1 (NR0B1) inhibitors on StAR promoter, primary screen, cell-based, luminescence, SF-1 (NR5A1), full-length DAX-1; HEK293T StAR-luciferase reporter, SF-1/DAX-1 repression relief; inhibition, % at 6.8 µM; 1.1% of 370,000 active; AID 652010, 2013;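 active means inhibition above the mean over all tested compounds plus 3 SD, cut at about 3.6% in these data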;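 further: 0% = DAX-1 cells with DMSO and 100% = cells lacking DAX-1 with DMSO; higher inhibition means more luminescence from relief of DAX-1 repression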
# Numbers without * were called inactive; x = not tested or not shown.
# Start of the data: the first five entries (preview)
Compound	ssDAF-12 act	ADAM10 inh	DAX1 inh-2	hcDAF12 agonist	SMARCA2 act	HGIII-sPLA2 inh	GAA850 FXN act	NPR1 activator	hgDAF-12 ag	GC-B act	DAX1 inh-1
c1ccc2c(NCC3CCCO3)nc(-c3ccncc3)nc2c1 (stereo unspecified)	-1.1	-11	-1.8	0.2	-2	-1	2.3	-7	-0.1	-10	-0.7
CCO[C@@H]1OC(C(=O)N2CCN(Cc3ccc4c(c3)OCO4)CC2)=C[C@H](c2cn(C(C)=O)c3ccccc23)[C@H]1CCCO	-1.8	13	-0.2	-2.9	2	-27	-2.8	-2	-4.6	1	-1.6
CCOC(=O)c1ccc(-c2ccc(/C=N/NC(=O)Cc3nnc(N)s3)o2)cc1	-0.3	-252	3.7*	8.8*	0	-29	3.4	-4	7.4	-10	0.7
CCOc1ccccc1N=Nc1c(C)[nH]n(C(N)=S)c1=O	-1.1	7	-0.1	-1.1	-1	12	7.2	1	7.0	-3	-0.1
Cc1[nH]c2ccccc2c1C(=O)C(=O)NCC1CCCO1 (stereo unspecified)	-1.0	0	0.6	0.0	1	-2	1.5	-1	-0.8	1	0.7

# The listing (from the top)
Compound	ssDAF-12 act	ADAM10 inh	DAX1 inh-2	hcDAF12 agonist	SMARCA2 act	HGIII-sPLA2 inh	GAA850 FXN act	NPR1 activator	hgDAF-12 ag	GC-B act	DAX1 inh-1
c1ccc2c(NCC3CCCO3)nc(-c3ccncc3)nc2c1 (stereo unspecified)	-1.1	-11	-1.8	0.2	-2	-1	2.3	-7	-0.1	-10	-0.7
CCO[C@@H]1OC(C(=O)N2CCN(Cc3ccc4c(c3)OCO4)CC2)=C[C@H](c2cn(C(C)=O)c3ccccc23)[C@H]1CCCO	-1.8	13	-0.2	-2.9	2	-27	-2.8	-2	-4.6	1	-1.6
CCOC(=O)c1ccc(-c2ccc(/C=N/NC(=O)Cc3nnc(N)s3)o2)cc1	-0.3	-252	3.7*	8.8*	0	-29	3.4	-4	7.4	-10	0.7
CCOc1ccccc1N=Nc1c(C)[nH]n(C(N)=S)c1=O	-1.1	7	-0.1	-1.1	-1	12	7.2	1	7.0	-3	-0.1
Cc1[nH]c2ccccc2c1C(=O)C(=O)NCC1CCCO1 (stereo unspecified)	-1.0	0	0.6	0.0	1	-2	1.5	-1	-0.8	1	0.7
COc1cccc(Cn2c(C(C)n3c(C)nc4ccccc43)nc3ccccc32)c1 (stereo unspecified)	-1.4	-13	-0.6	-1.7	-1	4	x	-21	-3.1	-16	x
O=C(CCc1ccccc1)N=C1SC2CS(=O)(=O)CC2N1c1ccccc1 (stereo unspecified)	-1.1	-2	0.0	-0.9	-1	-13	4.1	1	0.1	1	-1.0
COc1ccccc1NC(=O)c1cc(Sc2nncn2C)nc2ccccc12	-1.0	-2	-0.1	-2.0	0	3	1.1	6	-1.6	6	0.5
O=C(CSc1nnc(-c2ccccc2O)o1)N1CCc2ccccc2C1	-1.5	-1	0.2	0.8	2	-8	-0.3	-2	0.9	-2	1.6
COc1ccc([C@H]2OC(=O)C[C@H]2C(=O)N2CCN(C(=O)C3CCCO3)CC2)cc1OC (stereo partly specified)	-1.5	-7	0.7	0.2	-6	7	x	2	1.1	0	x
Nc1n[nH]c(N)c1N=Nc1ccccc1	-1.5	-9	-0.8	-1.6	-4	2	4.4	1	-0.1	0	-0.5
COc1ccc(OCC(O)CN2CCc3ccccc3C2)cc1 (stereo unspecified)	-0.2	-6	0.4	-2.0	1	-5	-0.2	3	-1.8	6	-0.6
Cc1noc(C)c1CSCC(=O)Nc1cc(S(=O)(=O)N2CCOCC2)ccc1OCC(F)(F)F	-0.7	-2	-0.5	-1.7	-1	2	0.7	0	0.4	8	0.0
COc1ccc(NC(=O)CNC(=O)c2c(C)nn(C)c2Cl)cc1	-1.7	-2	0.6	0.2	-3	-1	-2.0	0	4.3	3	0.0
CN(C)C(CNC(=O)c1cccc(S(=O)(=O)Nc2ccc(SC(F)F)cc2)c1)c1ccccc1 (stereo unspecified)	-1.6	-5	1.8	-1.0	-3	-21	0.8	1	-0.7	5	0.4
COCCN(Cc1cc2ccc(C)cc2n2nnnc12)Cc1nnnn1C(C)(C)C	-1.2	1	0.5	-1.5	-1	1	-0.2	-1	0.6	-2	1.2
COc1ccc2c(Cl)c(C(=O)N/N=C/c3ccc4c(c3)OCO4)sc2c1	-1.0	-4	0.0	-0.8	-2	5	-2.5	-3	-0.2	-6	-0.5
CCOC(=O)N1CCN(C(=O)COC(=O)CN(C)S(=O)(=O)c2ccc(NC(C)=O)cc2)CC1	-1.4	0	-0.8	-0.3	-2	-3	0.1	0	5.2	0	-0.3
CC1(C)CC2CC(C)(CN2C(=O)C23CCC(C)(C(=O)O2)C3(C)C)C1 (stereo unspecified)	-1.5	0	-0.3	-1.8	-4	2	1.7	1	1.5	7	-1.0
COc1ccc(C(=O)NCc2ccccc2CN2CCCC2)cc1S(=O)(=O)Nc1ccc(C)cc1	-0.7	-8	2.8	0.3	-2	-16	-0.5	-4	4.3	-4	-0.9
Cc1ccccc1OCCC(=O)OCC(=O)NC(C)c1ccccc1 (stereo unspecified)	-1.3	-4	-0.4	0.2	-2	-2	0.6	0	-2.3	1	2.9
COC(=O)CSc1ncnc2c1sc1nc3c(cc12)COC(C)(C)C3	-1.1	-1	0.3	0.4	-2	1	-0.4	14	0.1	-5	0.1
Cc1ccccc1C(=O)Nc1cccc(-c2cn3ccccc3n2)c1	-2.3	-12	-1.6	-3.8	-1	-9	3.7	6	2.8	3	x
O=C1NN=C(c2ccc(Cl)cc2)CC1c1cccc(Br)c1 (stereo unspecified)	-2.2	13	-0.8	-2.5	-1	-8	0.3	-34	-4.7	-7	-0.8
Cc1noc(C)c1S(=O)(=O)Nc1cccc(C(F)(F)F)c1	-0.9	-2	0.0	-0.7	0	-13	-0.6	1	-2.4	-3	0.5
O=C(NCCCN1CCOCC1)c1onc(CSc2ccccn2)c1C(=O)NCCCN1CCOCC1	-1.2	1	0.0	2.2	1	6	0.4	5	-1.4	3	0.5
COc1ccc(-c2csc(NC(=O)C3=COCCO3)n2)c(OC)c1	0.2	-6	3.9*	0.3	5	-23	4.9	-2	4.5	-3	0.2
CCn1c(SCc2nc3scc(-c4ccccc4)c3c(=O)[nH]2)nnc1-c1ccc(Cl)cc1	-0.2	-1	0.3	1.7	-1	-4	1.1	-1	-3.6	3	0.3
CCCCN1C(=O)N2Cc3cc(OC)ccc3C2CS1(=O)=O (stereo unspecified)	-0.6	-4	1.4	5.6*	3	-2	x	-2	11*	5	x
CSc1cccc(NC(=O)COc2ccccc2)c1	-0.9	-5	0.5	-0.2	1	2	-0.4	1	0.0	-4	0.6
Cc1cc(C)n2c(SCC(=O)NCc3ccc4c(c3)OCO4)nnc2n1	-1.2	-7	0.1	-0.2	-2	3	1.8	1	-0.9	-1	0.7
O=C(CNc1ccc(Br)cc1)c1ccc(Br)s1	-0.5	-5	0.0	3.0	9.3*	1	2.1	1	1.7	-1	2.2
O=C1C=C(c2ccc3c(c2)oc2ccccc23)C[C@@H](c2ccc(Cl)cc2)C1	-1.2	4	0.6	-0.6	-2	8	1.8	4	-1.2	-6	0.1
COCCN(C(=O)COC(=O)CCc1ccccc1)c1c(N)n(Cc2ccccc2)c(=O)[nH]c1=O	-0.7	-2	0.7	-0.9	-3	6	-0.1	3	-0.2	1	0.0
O=C1CC(c2ccc(F)cc2)CC2=C1C=Nc1ccccc1N2 (stereo unspecified)	-2.7	-1	-3.0	-2.4	-1	-9	-2.5	-1	-5.2	0	-0.9
CCc1nc2ccccc2n1CC(=O)N(C(C)CC)C1CCS(=O)(=O)C1 (stereo unspecified)	-0.8	3	-0.6	-1.2	-2	3	-1.0	2	2.6	6	2.6
Cc1ccc(C(=O)Nc2ccc(N3CCN(S(C)(=O)=O)CC3)cc2)cc1C	-0.8	-11	0.3	-0.7	-1	5	2.7	-6	5.7	-1	x
C#CCOCCOCCOCCNc1nc(N2CCOCC2)nc(N2CCN(C(=O)[C@H](Cc3cc4ccccc4[nH]3)n3cc([C@@H](N)Cc4ccc(O)cc4)nn3)CC2)n1	-0.9	-5	1.0	-2.6	0	-26	-0.1	4	3.8	4	0.2
COc1ccc(-n2c(Cc3cccn3C)nnc2SCC(=O)Nc2ccccc2F)cc1	-0.3	-6	0.6	-1.3	0	-32	-2.5	-5	-1.1	-3	2.3
O=C(NCc1ccccc1Cl)c1ccccc1Oc1ccccc1	-1.3	9	0.0	-3.7	2	-3	3.2	-5	-0.3	-7	-1.3
Cc1cc(NC(=O)c2ccco2)ncc1NC(=O)CCc1ccccc1	-1.1	-6	1.0	-0.4	0	-2	1.9	-1	1.7	-2	2.0
COc1ccccc1S(=O)(=O)Nc1cc(S(=O)(=O)N2CCCCC2)ccc1N1CCOCC1	-1.6	-2	-0.5	0.4	-1	-2	1.0	-3	-1.0	-1	0.8
COC(=O)c1c(NC(NC(=O)c2ccccc2)(C(F)(F)F)C(F)(F)F)sc2c1CCN(C)C2	-0.4	-65	0.6	2.8	-3	10	-0.2	9	-2.2	10	-0.6
CC(=O)Nc1coc2ccc(Br)cc12	-0.8	-4	-0.4	1.3	1	-2	-0.1	5	0.1	6	0.9
COc1ccccc1-c1noc(CCC(=O)Nc2cccc(C)c2)n1	-1.2	4	-1.3	-1.5	1	-11	0.1	-5	-1.5	3	-1.1
O=C(CSc1cn(Cc2ccccc2)c2ccccc12)N1CCOCC1	0.5	-5	-1.4	1.8	1	-8	3.2	-5	2.2	-2	0.7
CCc1cccc(CC)c1NC(=S)NCC(c1cccnc1)N1CCOCC1 (stereo unspecified)	-0.8	-3	-0.6	-4.2	-4	24*	2.1	-3	-2.7	-1	0.1
O=C(N=C1SC2CS(=O)(=O)CC2N1Cc1ccccc1)C1CCCO1 (stereo unspecified)	-1.4	-10	3.3	0.5	-2	11	-0.5	-1	-0.6	-2	-0.7

# Hits appear at their usual frequency; 6.6% or so of the library scored in one or more.
